Screening data from PubChem BioAssay.
Sm TGR inh – inhibitors of Schistosoma mansoni thioredoxin glutathione reductase. purified TGR, DTNB reduction, TNB absorbance 405 nm. Potency, µM (top dose mostly 114 µM), for inactives: at the top dose activity change, negative = inhibition, usual class: inhibitors. 3% of 360,000 active. AID 485364; further: potency means the concentration at half of the fitted maximal effect; nearly all actives have a fitted effect of over 60% in size
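First, TGR (20 nM dispensed) and NADPH were mixed with compound. Second, a 15 min room-temperature incubation followed. Third, further NADPH and then DTNB were added to start the reaction. Finally, TNB absorbance was monitored kinetically.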
LmPK inh – inhibitors of Leishmania mexicana pyruvate kinase. Q27686. purified LmPK, Kinase-Glo ATP luminescence, 1 h. Potency, µM (doses to about 57.5 µM), inactives show at the top dose activity change, negative = inhibition, actives largely listed as inhibitors. 0.37% of 290,000 active; further: potency means the concentration at half of the fitted maximal effect
Target sequence (Q27686 whole entry, looked up): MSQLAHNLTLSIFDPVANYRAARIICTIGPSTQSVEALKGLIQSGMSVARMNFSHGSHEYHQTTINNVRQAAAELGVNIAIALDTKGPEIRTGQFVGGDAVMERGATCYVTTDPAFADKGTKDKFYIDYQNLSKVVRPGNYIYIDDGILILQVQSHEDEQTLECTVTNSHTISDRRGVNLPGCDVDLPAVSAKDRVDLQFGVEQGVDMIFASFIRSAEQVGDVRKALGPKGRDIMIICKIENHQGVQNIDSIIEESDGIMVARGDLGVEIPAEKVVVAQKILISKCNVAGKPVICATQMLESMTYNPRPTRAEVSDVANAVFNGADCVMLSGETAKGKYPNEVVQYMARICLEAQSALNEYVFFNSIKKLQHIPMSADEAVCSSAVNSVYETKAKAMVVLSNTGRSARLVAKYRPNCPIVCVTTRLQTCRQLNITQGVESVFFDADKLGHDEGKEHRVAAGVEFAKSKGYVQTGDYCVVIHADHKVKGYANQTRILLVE
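qHTS format; LmPK 0.1 nM; substrates PEP 0.5 mM and ADP 0.1 mM. One-hour room-temperature incubation, then coupled luciferase luminescence; 0.5 nM enzyme wells mark activation.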
AmpC no deterg – inhibitors of E. coli AmpC beta-lactamase without detergent | P00811 | AmpC nitrocefin hydrolysis, absorbance 480 nm, 0.0001% Triton | Potency, µM (doses to about 57.1 µM), inactives show at the highest dose activity change, negative = inhibition, actives largely listed as inhibitors | 0.52% of 330,000 active;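 further: potency means the concentration at half of the fitted maximal effect; plate controls were no compound for no effect and no enzyme for full effect; nearly all actives have a fitted effect of over 20% in size; some results filed as inactive show a strong effect at the top dose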
Target sequence (P00811 whole entry, looked up): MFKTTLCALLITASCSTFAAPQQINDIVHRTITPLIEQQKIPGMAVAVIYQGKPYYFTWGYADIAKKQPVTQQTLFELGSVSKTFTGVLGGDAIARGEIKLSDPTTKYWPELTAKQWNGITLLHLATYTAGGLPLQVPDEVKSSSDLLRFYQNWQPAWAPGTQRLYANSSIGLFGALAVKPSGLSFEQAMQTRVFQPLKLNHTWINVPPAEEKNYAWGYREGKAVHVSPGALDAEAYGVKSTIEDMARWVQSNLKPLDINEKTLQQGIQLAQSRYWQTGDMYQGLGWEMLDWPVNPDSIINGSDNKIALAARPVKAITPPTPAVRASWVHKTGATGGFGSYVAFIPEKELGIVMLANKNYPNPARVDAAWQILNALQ
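AmpC (5.3 nM in the dispensed reagent) in 20 mM phosphate pH 7.0 with 0.01% (detergent screen) or 0.0001% Triton X-100 was preincubated with compounds for 15 min at room temperature. Nitrocefin was then added from an 800 uM solution, and hydrolysis was followed at 480 nm.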
Tb PYK inh – blocks Trypanosoma brucei pyruvate kinase; Potency, µM (top dose mostly 76.8 µM), for the others: at the highest dose activity, negative = inhibition, usual class: inhibitors; 0.12% of 410,000 active; TbPYK enzyme, Kinase-Glo Plus ATP luminescence, 45 min; Q57TT1; further: potency means the concentration at half of the fitted maximal effect; nearly all actives have a fitted effect of over 50% in size
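TbPYK + substrate in 50 mM TEA pH 7.2, 100 mM KCl, 10 mM MgCl2, 0.05% BSA, 0.01% Tween-20; cpd pinned; ADP 130 uM final; 45 min RT; Kinase-Glo Plus 10 min; luminescence endpoint.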
AmpC inh detg – blocks E. coli AmpC beta-lactamase in detergent assay; P00811; Potency, µM (top dose mostly 114 µM), for the others: at the top dose activity change, negative = inhibition, most hits filed as inhibitors; AID 485294; AmpC hydrolysis of nitrocefin, absorbance 480 nm, 0.01% Triton; 0.041% of 370,000 active;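 further: potency means the concentration at half of the fitted maximal effect; 0% = no-compound wells and -100% = no-enzyme wells; nearly all actives have a fitted effect of over 25% in size; some results filed as inactive show a strong effect at the top dose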
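AmpC (5.3 nM in the dispensed reagent) in 20 mM phosphate pH 7.0 with 0.01% (detergent screen) or 0.0001% Triton X-100 was preincubated with compounds for 15 min at room temperature. Nitrocefin was then added from an 800 uM solution, and hydrolysis was followed at 480 nm.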
HCMV antiviral – blocks human cytomegalovirus replication | HFF cells, HCMV-luciferase reporter, 72 h; stronger effect = lower value | 4.5% of 410,000 active | activity change, negative = inhibition, % at 57.5 µM; in the data active means activity change below about -60%; inconclusive means no clear call, values can overlap the other calls; inactive means above about -39%
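Cell-based, HFFs, 1000 cells/well, 16 h 37C; cpds in DMSO + HCMV-luc, MOI 1 PFU/cell; 72 h 37C; OneGlo luminescence after 5 min RT; norm. to buffer vs Salinomycin 10uM.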
AMA1-RON2 inh – disrupts binding of P. falciparum AMA1 to RON2 | AID 720542 | AlphaScreen AMA1-biotinylated RON2 peptide binding | Potency, µM (top dose mostly 58.2 µM), without a hit: top-dose activity change, negative = inhibition, actives largely listed as inhibitors | 0.2% of 360,000 active;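 further: potency means the concentration at half of the fitted maximal effect; 0% = vehicle wells and -100% = peptide control; nearly all actives have a fitted effect of over 45% in size; some results filed as inactive show a strong effect at the top dose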
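AMA1 (3D7) with his tag at 25 nM final met compounds first, then biotinylated RON2 peptide at 25 nM; detection used donor plus acceptor beads, 10 µg/mL apiece, read by AlphaScreen after 30 min at room temperature.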
* marks the source's active call; other numbers are inactive results; ? = inconclusive; · = not tested or not shown; [ ] = remark or other dose. Unless noted, the call rests on the fitted dose curve; in most records, active means well fitted curve in the direction sought with a large enough effect; inconclusive means small, poorly fitted or top-dose-only effect, or another doubt; inactive means no such curve, though single readings can be large; an effect the other way counts as inactive or inconclusive. Unless noted, on the % scale 0 is the no-effect control and ±100 the full control effect.

SMILES	Sm TGR inh	LmPK inh	AmpC no deterg	Tb PYK inh	AmpC inh detg	HCMV antiviral	AMA1-RON2 inh
O=C(NCCc1ccccc1)C1CCN(S(=O)(=O)c2cccc3nonc23)CC1	0%	11%	-2%	8%	-6%	1	3%
O=S(=O)(NCC1(N2CCOCC2)CCCCC1)c1ccccc1Cl	-2%	·	-2%	5%	-16%	-22	-13%
CCOC(=O)C(=CNc1cc(C)nn1-c1ccc(Cl)cc1)C(=O)OCC	-1%	3%	12%	0%	-7%	36	12%
Cc1[nH]c(=O)[nH]c(=O)c1Sc1ccccc1[N+](=O)[O-]	0%	0%	-11%	-14%	4%	97	18%
CC1(C(=O)NCC2CCCCC2)CCN1C(=O)Cc1ccc(-c2ccccc2)cc1 (stereo not given)	·	·	·	-6%	·	-38	-12%
CCN1C(=O)C(O)(c2c[nH]c3ccccc23)c2cc(Br)ccc21 (stereo not given)	1%	·	·	3%	2%	19	·
O=C(COc1ccccc1)NCC(=O)NC1CCCCC1	1%	1%	-11%	3%	-14%	-30	3%
O=C(c1ccccc1NS(=O)(=O)c1ccc(F)cc1F)N1CCCCC1	·	·	-15%	4%	·	0	-10%
CCOC(=O)C1=C(CBr)NC(=O)NC1C (stereo not given)	-21%	0%	-18%	4%	1%	32	11%
Cc1ccc(/C=c2\sc3n(c2=O)CN(c2cccc(Br)c2)CN=3)o1	25µM*	3%	-31%	-5%	-4%	-24	-9%
O=C(COc1ccc(S(=O)(=O)N2CCOCC2)cc1Cl)NCc1ccc2c(c1)OCO2	·	·	·	-2%	·	-22	2%
Cc1cc(C)c(C)c(S(=O)(=O)NCC(=O)NCC2CCCCC2)c1C	-1%	-1%	2%	-9%	-5%	-62*	-3%
S=c1nc[nH]c2c1ncn2-c1ccccc1	·	·	·	0%	·	-4	49%[activator]
Cc1cc2oc(C(=O)Nc3sc4c(c3C(=O)NCC3CCCO3)CCC4)cc(=O)c2cc1C (stereo not given)	-13%	·	·	0%	-2%	3	·
Cc1oc(S(=O)(=O)N2CCCCC2)cc1NC(=O)Nc1ccc(F)cc1	10µM*	2%	-44%	3%	-3%	-1	-2%
O=C(CN1C(=O)c2ccccc2C1=O)NCCc1c[nH]c2ccccc12	-5%	-6%	-33%	-1%	-4%	-6	-2%[11.6 µM]
Oc1ccc(/C=N/Nc2nc(-c3ccccc3F)nc3ccccc23)c(O)c1	13%	-1%	-28%	-1%	3%	0	71%[activator]
O=c1cc(-c2ccccc2)[nH][nH]1	-13%	1%	-23%	3%	1%	-6	-6%
Cc1cc(N2C(=O)C3C4C=CC(C4)C3C2=O)no1 (stereo not given)	-3%	-3%	-8%	1%	-2%	-16	-15%
COc1ccc(CNC(=O)CN(c2ccc(OC)c(Cl)c2)S(=O)(=O)c2ccc(C)cc2)cc1	2%	-5%	-6%	2%	4%	-28	-14%
O=C1Cc2cc([N+](=O)[O-])ccc2N1c1c(Cl)cccc1Cl	-3%	1%	-36%	4%	-1%	-23	6%
O=C(O)CSc1nnc(COc2cccc3ccccc23)o1	10%	0%	-34%	-16%	-3%	35	28%
CC(C)CC(c1nnnn1Cc1ccccc1)N1CCN(C(=O)c2ccco2)CC1 (stereo not given)	-32%	5%	58%	1%	1%	-9	-14%
CCOCCCn1c(SC(C)C(=O)NCC2CCCO2)nc2sc(C)c(C)c2c1=O (stereo not given)	-1%	·	142%[activator]	5%	5%	70	-7%
O=C(CCCOc1ccc(Cl)cc1)NC1CCCCC1	-22%	9%	-7%	-4%	?	9	8%

4 of the compounds above, field by field.
S=c1nc[nH]c2c1ncn2-c1ccccc1
  Sm TGR inh: ·	LmPK inh: ·	AmpC no deterg: ·	Tb PYK inh: 0%	AmpC inh detg: ·	HCMV antiviral: -4	AMA1-RON2 inh: 49%[activator]

O=c1cc(-c2ccccc2)[nH][nH]1
  Sm TGR inh: -13%	LmPK inh: 1%	AmpC no deterg: -23%	Tb PYK inh: 3%	AmpC inh detg: 1%	HCMV antiviral: -6	AMA1-RON2 inh: -6%

O=C(COc1ccccc1)NCC(=O)NC1CCCCC1
  Sm TGR inh: 1%	LmPK inh: 1%	AmpC no deterg: -11%	Tb PYK inh: 3%	AmpC inh detg: -14%	HCMV antiviral: -30	AMA1-RON2 inh: 3%

CC(C)CC(c1nnnn1Cc1ccccc1)N1CCN(C(=O)c2ccco2)CC1 (stereo not given)
  Sm TGR inh: -32%	LmPK inh: 5%	AmpC no deterg: 58%	Tb PYK inh: 1%	AmpC inh detg: 1%	HCMV antiviral: -9	AMA1-RON2 inh: -14%

Continued.
SMILES	Sm TGR inh	LmPK inh	AmpC no deterg	Tb PYK inh	AmpC inh detg	HCMV antiviral	AMA1-RON2 inh
O=C(NCCc1cn2cccnc2n1)C1CCC(=O)N(Cc2ccccc2F)C1 (stereo not given)	·	·	·	-9%	·	11	-1%
CCOCCCNC(=O)c1ccc2c(c1)ncn2-c1ccccc1OC	-11%	1%	-20%	4%	?	?	4%
C[C@@H](C(=O)NCCc1ccc(F)cc1)N1C(=O)N2CCc3c([nH]c4ccccc34)[C@@]2(C)C1=O	33%	-6%	87%[activator]	1%	-15%	-37	-9%
Cc1ccsc1C(=O)Nc1ccccc1N1CCCC1	-34%	·	-28%	-2%	-15%	5	-13%
C[C@@H]1CCCCO[C@H](CN(C)S(=O)(=O)c2cccs2)[C@@H](C)CN([C@H](C)CO)C(=O)c2cc(NC(=O)C3CCCCC3)ccc2O1	·	·	·	2%	·	-10	-1%
COc1cc(/C(C)=N/NC(=O)CN2CCN(S(=O)(=O)c3ccc(C)cc3)CC2)ccc1O	20%	-6%	76%[activator]	4%	0%	-36	23%
CCN(CC)S(=O)(=O)c1ccc(-c2nnc(SCc3nnc(-c4ccccc4)o3)o2)cc1	-22%	4%	-10%	-10%	-14%	-18	5%
CC(C)(C)OC(=O)N1CCC(c2c(C(=O)N3CCN(c4cccc(Cl)c4)CC3)cnn2-c2cccc(Cl)c2)CC1	14%	·	·	-1%	22%	27	·
CCc1cc(=O)oc2cc(C)c(CN3CCCC(C)C3)c(O)c12 (stereo not given)	?	-3%	-58%	-9%	-10%	54	19µM*
Brc1ccc(-c2nnc3sc(CNCc4ccc5c(c4)OCO5)cn23)cc1	3%	0%	-7%	4%	?	1	-4%
COC(=O)CN1C(=O)[C@H]2[C@@H](C3CC3)N3C(=O)CN(CCO)C(=O)[C@@]3(Cc3ccccc3)[C@H]2C1=O	-14%	-5%	0%	5%	-20%	21	-3%
CCc1nc2ccc(C(=O)N3CCN(S(=O)(=O)CC)CC3)cn2c1N(CCC(C)C)CCN(C)C	·	·	·	4%	·	17	0%
Cn1c(=O)c([N+](=O)[O-])c(N2CCSCC2)c2ccccc21	9%	3%	41%	0%	-10%	?	-1%
Cc1cc2n(n1)C(c1cn(-c3ccccc3)nc1C)Nc1c(C)cccc1-2 (stereo not given)	-25%	3%	25%	·	-13%	-11	1%
COc1cccc(NC(=O)NNC(=O)C(C)Oc2ccc3ccccc3c2)c1 (stereo not given)	2%	10%	-30%	2%	-8%	17	99%[activator]
O=Cc1ccc(N2CCCC2)c([N+](=O)[O-])c1	9%	1%	-16%	2%	-16%	-27	-14%
COc1cccc(CNC(=O)CCCCCn2c(=S)[nH]c3ccc(N4CCOCC4)cc3c2=O)c1	-8%	1%	-7%	·	-3%	-5	·
COc1ccc(CCn2c(C)cc(C(=O)COC(=O)c3cnccn3)c2C)cc1	0%	2%	84%[activator]	-8%	-1%	-5	-8%
O=C1CC(N2CC2)C(=O)N1c1ccccc1 (stereo not given)	·	·	·	-13%	·	7	71%[activator]
CCOC(=O)[C@]12CCC=C1N(Cc1cccc3ccccc13)C(=O)[C@H](CC(=O)NCCCCc1ccccc1)C2	·	·	·	3%	·	26	-18%
CCCNC(=O)C1CC(=O)N(c2ccc(OCc3ccc(Cl)cc3)cc2)C1 (stereo not given)	-4%	-11%	-1%	-1%	?	154	5%
N#CC(=C1SC=CS1)c1nc(-c2ccccc2)cs1	3%[11.4 µM]	1%	-50%	-5%	-2%	28	-6%
C=CCn1c(SCc2cc(=O)n3ccsc3n2)nc2cc(Cl)ccc2c1=O	5%	0%	-24%	3%	2%	15	7%
Cn1c(=O)c2c(nc(Br)n2Cc2c(F)cccc2Cl)n(C)c1=O	7%	4%	0%	·	-3%	·	·
COc1ccc(C)cc1NC(=O)c1ccc(NC(=O)CC2SC(N3CCCC3)=NC2=O)cc1 (stereo not given)	-11%	0%	-6%	3%	-3%	-15	8%
The listing continues:
SMILES	Sm TGR inh	LmPK inh	AmpC no deterg	Tb PYK inh	AmpC inh detg	HCMV antiviral	AMA1-RON2 inh
CC(c1ccncn1)N(C)Cc1nc(-c2ccc(C(F)(F)F)cc2)no1 (stereo not given)	8%	4%	105%[activator]	-7%	9%	?	3%
NC(=O)C1CCN(Cc2nnnn2Cc2ccco2)CC1	-17%	-4%	-13%	-10%	?	5	-7%
CC(OC(=O)CNC(=O)c1ccco1)C(=O)N(C)c1ccccc1 (stereo not given)	-25%	1%	1%	-6%	-16%	-7	-7%
CCOc1ccccc1C(=O)NCC(=O)N1CCC(C)CC1	·	·	-7%	4%	·	-16	-15%
c1ccc(-c2cn(-c3ccccc3)c3[n+]2CCS3)cc1	-18%	-2%	-14%	0%	0%	?	-1%
CCC(C)NC(=O)C1c2ccccc2Oc2ccccc21 (stereo not given)	17%	-1%	-11%	-4%	-6%	14	-8%
O=C(O)CC1CC(O)CCC1=O (stereo not given)	·	·	·	6%	·	35	16%
COc1cccc(NC2c3ccccc3C(=O)N2Cc2ccccc2Cl)c1 (stereo not given)	6%	7%	-20%	-22%	3%	31	-19%
Cc1oc2c(O)c(O)ccc2c(=O)c1-c1ccc(Cl)cc1	-9%	-29%	-46%	-7%	-7%	-5	73%[activator]
COc1ccc(NC(=O)C(Br)C(C)C)cc1 (stereo not given)	·	0%	-7%	-1%	-4%	60	5%
O=C(O)CSc1c2c(nc3cc(C(=O)N4CCOCC4)ccc13)CCCC2	5%	1%	46%	-16%	?	35	-10%
c1cc(C(c2nnnn2C2CCCC2)N2CCOCC2)ccn1 (stereo not given)	28µM*	-7%	-13%	-2%	-1%	8	8%
CCOc1ccccc1Nc1nc2ccccc2nc1NS(=O)(=O)c1ccc(Cl)cc1	7%	·	·	-2%	-5%	7	·
CC(=O)Nc1ccccc1C(=O)OCC(=O)c1ccc2ccccc2c1	18%	4%	19%	6%	8%	30	1%
Cc1ccc(CNC(=O)C2CCN(S(=O)(=O)c3cc(-c4noc(C)n4)ccc3C)CC2)cc1	13%	·	·	-2%	5%	-20	·
